High-throughput results (PubChem BioAssay)
Tb PFK block – inhibitors of T. brucei phosphofructokinase; hit rate 0.17% among 330,000; Potency, µM (highest dose often 57.5 µM), without a hit: top-dose activity, negative = inhibition, actives largely listed as inhibitors; O15648; T. brucei PFK, ADP-Glo luminescence;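 also: potency is read from the fitted curve at half-maximal effect; 0% = uninhibited 1x PFK enzyme wells and -100% = no-enzyme wells; nearly all actives have a fitted effect of over 60% in size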
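Luminescent ADP detection (ADP-Glo, two-step: ATP depletion then ADP-to-ATP conversion for luciferase) reported PFK activity after 45 min room-temperature reaction of 1.25 nM enzyme with 0.5 mM F6P and 0.1 mM ATP at pH 8.0.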
RORgamma inh – ROR gamma (mouse) transcription inhibition; hit rate 5.4% among 310,000; P51450; AID 2551; Drosophila S2 Gal4-RORgamma UAS-luciferase reporter, 20 h; Potency, µM (top dose mostly 53.6 µM), without a hit: top-dose activity change, negative = inhibition, actives largely listed as inhibitors; also: potency is read from the fitted curve at half-maximal effect; % is scaled to controls: 0 for no effect and ±100 for the full control effect; nearly all actives have a fitted effect of over 60% in size
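Read-out: Photinus luciferase luminescence; inhibitors lower reporter signal. Insect Schneider cells with Gal4-ROR gamma fusion under metallothionein promoter, UAS reporter; 700 uM final copper sulfate induction, 20 hr, ambient temperature.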
TRPV1 ag – activates the human vanilloid receptor TRPV1. activation, % at 8.33 µM. hit rate 0.19% among 320,000. Q8NER1. TRPV1-expressing cells, Fluo-8 calcium influx, agonist mode; in the data active = activation above about 80%; inconclusive = between about 30% and that limit; also: 0% is about no effect
Target sequence (Q8NER1 whole entry, looked up): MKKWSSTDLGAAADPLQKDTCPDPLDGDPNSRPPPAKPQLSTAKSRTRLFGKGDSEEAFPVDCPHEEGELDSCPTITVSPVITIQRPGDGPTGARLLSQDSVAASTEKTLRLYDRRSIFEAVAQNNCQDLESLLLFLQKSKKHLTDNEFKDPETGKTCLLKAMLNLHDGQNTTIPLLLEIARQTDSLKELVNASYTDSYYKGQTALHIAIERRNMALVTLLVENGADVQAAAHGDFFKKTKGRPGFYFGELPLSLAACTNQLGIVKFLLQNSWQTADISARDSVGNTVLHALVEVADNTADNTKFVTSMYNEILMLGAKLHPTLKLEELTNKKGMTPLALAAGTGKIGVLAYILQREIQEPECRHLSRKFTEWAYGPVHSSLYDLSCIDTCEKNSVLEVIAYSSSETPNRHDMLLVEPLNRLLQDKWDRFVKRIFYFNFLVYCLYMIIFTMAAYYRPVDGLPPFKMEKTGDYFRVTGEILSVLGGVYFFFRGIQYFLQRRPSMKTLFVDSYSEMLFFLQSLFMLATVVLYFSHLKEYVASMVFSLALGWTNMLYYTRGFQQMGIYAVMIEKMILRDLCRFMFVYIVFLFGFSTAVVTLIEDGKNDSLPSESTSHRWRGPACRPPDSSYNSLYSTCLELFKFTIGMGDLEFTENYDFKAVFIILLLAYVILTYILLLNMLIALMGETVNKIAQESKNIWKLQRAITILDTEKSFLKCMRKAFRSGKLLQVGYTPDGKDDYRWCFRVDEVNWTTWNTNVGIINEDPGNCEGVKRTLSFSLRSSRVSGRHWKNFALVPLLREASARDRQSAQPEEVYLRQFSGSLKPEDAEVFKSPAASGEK
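Fluo-8 calcium influx in TRPV1-expressing cells, kinetic read (ex 480/em 520 nm). Compound added and read 3 min for agonist activity, followed by capsaicin at EC20 final and 2 min further read for enhancement.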
ELG1 DNA repair – inhibitors of ELG1-dependent DNA repair in HEK293T cells; HEK293T ELG1-luciferase reporter, luminescence, 16 h; DNA damage induced by 5-fluorouridine; hit rate 2.3% among 330,000; AID 504467; Potency, µM (series often up to 46.1 µM), inactives show at the top dose activity change, negative = inhibition, usual class: inhibitors; also: potency is read from the fitted curve at half-maximal effect; % is scaled to controls: 0 for no effect and ±100 for the full control effect; nearly all actives have a fitted effect of over 55% in size
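Reporter activity after DNA damage by 5-fluorouridine is monitored. Compound-treated cells incubate 16 hr at 37 °C, then ONE-Glo is added for 30 min before luminescence reading.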
NPC1 prom act – activators of NPC1 promoter. hit rate 2.4% among 320,000. Huh7 NPC1 promoter luciferase reporter, 24 h. AID 485313. Potency, µM (highest dose often 9.22 µM), inactives show top-dose activation, usual class: activators;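 also: potency is read from the fitted curve at half-maximal effect; % of control where 0% means no effect; nearly all actives have a fitted effect of over 60% in size; reporter is driven by a mutant NPC1 promoter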
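Huh7 reporter cells (NPC1 promoter driving luciferase) are dosed with compound for 24 h at 37 °C, 5% CO2; luciferase detection reagent is then added and luminescence measured after 10 min at ambient temperature.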
FLuc counter – firefly luciferase modulation, counter-screen for miR-21 project; P08659; purified FLuc, Km substrates, luminescence inhibition; Potency, µM (highest dose often 57.5 µM), inactives show at the top dose activity change, negative = inhibition, usual class: inhibitors; hit rate 6.9% among 360,000; AID 588342;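 also: potency is read from the fitted curve at half-maximal effect; plate controls were vehicle for no effect and reference inhibitor for full effect; nearly all actives have a fitted effect of over 55% in size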
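Biochemical qHTS of compounds, final roughly 60 µM downward over six points, against 10 nM purified firefly luciferase using Km concentrations of substrates (10 uM D-luciferin, 10 uM ATP) in Tris acetate pH 7.5 buffer; luminescence output.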
ELG1 genotoxic – genotoxicity induction in ELG1-luciferase HEK293T cells; hit rate 1.3% among 330,000; Potency, µM (titrated, usually from 46 µM), for inactives: at the top dose activity change, positive = activation, most hits filed as activators; HEK293T ELG1-luciferase reporter, luminescence, 16 h; also: potency is read from the fitted curve at half-maximal effect; % of control where 0% means no effect; nearly all actives have a fitted effect of over 60% in size
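Genotoxicity was scored as increased ELG1-luciferase reporter signal, measured by ONE-Glo luminescence (30 min, room temperature). Compound or vehicle exposure of the HEK293T reporter cells lasted 16 hr at 37°C.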
BRCA1 expr up – activators of BRCA1 expression | Potency, µM (top dose mostly 46.1 µM), for the others: at the highest dose activation, hits mostly activators | AID 624202 | MCF7-BRCA1-FFLuc reporter, luminescence, 48 h; response scale: scaled: vehicle 0%, 10 µM genistein 100% | hit rate 1.1% among 380,000; also: potency is read from the fitted curve at half-maximal effect; nearly all actives have a fitted effect of over 80% in size; some results filed as inactive show a strong effect at the top dose
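MCF7-BRCA1-FFLuc cells, 2000/well in phenol-red-free MEM, attached 2 h then treated 48 h at 37 C. Luciferase luminescence read 15 min after reagent; normalized to genistein maximum activation (10microM) and DMSO, concentration-response fitted.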
Rab9 promoter act – activates the Rab9 promoter; Potency, µM (series often up to 9.22 µM), for inactives: top-dose activation, negative = inhibition, usual class: activators; hit rate 2.8% among 320,000; Huh7 Rab9 promoter-luciferase reporter, luminescence, 24 h; also: potency is read from the fitted curve at half-maximal effect; % of control where 0% means no effect; nearly all actives have a fitted effect of over 60% in size
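Cell-based reporter: Huh7 stable for Rab9 promoter-driven luciferase, plated in reduced-serum medium with 10% FBS at 1500 cells/well, compound-treated 24 h at 37 °C, luminescence read after 10 min reagent.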
p53 reactivation – re-activators of mutant p53; H1299 p53-A138V BP100-luciferase reporter, luminescence, 24 h; Potency, µM (highest dose often 92.2 µM), for inactives: top-dose activity change, positive = activation, hits mostly activators; hit rate 0.063% among 320,000; also: potency is read from the fitted curve at half-maximal effect; % of control where 0% means no effect; nearly all actives have a fitted effect of over 45% in size
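p53-null H1299 cells stably carrying temperature-sensitive p53-A138V and a BP100-luciferase reporter were pinned with compounds (4-point, 1:5 series) and held 24 hrs at 37 deg C. Luminescence was read 10 min after detection reagent.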
VP16 counter – inhibits Gal4-VP16 luciferase reporter, ROR gamma counter-screen | Drosophila S2 Gal4-VP16 UAS-luciferase, luminescence, 20 h | Potency, µM (titrated, usually from 53.6 µM), inactives show at the top dose activity, negative = inhibition, usual class: inhibitors | hit rate 3.5% among 310,000;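 also: Gal4-VP16 expression switched on by copper sulfate through the metallothionein promoter; potency is read from the fitted curve at half-maximal effect; % is scaled to controls: 0 for no effect and ±100 for the full control effect; nearly all actives have a fitted effect of over 50% in size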
* marks the source's active call; other numbers are inactive results. Unless noted, calls follow the shape of the dose curve; as a rule, active = well fitted curve in the direction sought with a large enough effect; inconclusive = small, poorly fitted or top-dose-only effect, or another doubt; inactive = no such curve, though single readings can be large; an effect the other way counts as inactive or inconclusive.

`COc1cc(CCN2C(=O)c3cccc4cccc(c34)C2=O)c(S(=O)(=O)N2CCC(C)CC2)cc1OC` gave Tb PFK block -6%, RORgamma inh inconclusive, TRPV1 ag -1, ELG1 DNA repair 21µM*, NPC1 prom act -4%, FLuc counter inconclusive, ELG1 genotoxic -7%, BRCA1 expr up -13%, Rab9 promoter act -3%, p53 reactivation -3% and VP16 counter 2%.
Screening Fc1ccc(COc2ccc3ccccc3c2CNc2nn[nH]n2)cc1 returned Tb PFK block -1%, RORgamma inh -32%, TRPV1 ag 3, ELG1 DNA repair inconclusive, NPC1 prom act -1%, FLuc counter -16%, ELG1 genotoxic -7%, BRCA1 expr up -20%, Rab9 promoter act -6%, p53 reactivation -5% and VP16 counter 7%.
`O=C(O)CSCC(=O)Nc1ccccc1SCCS(=O)(=O)c1ccc(Cl)cc1` gave Tb PFK block 2%, RORgamma inh 7%, TRPV1 ag -3, ELG1 DNA repair -8%, NPC1 prom act 1%, FLuc counter -2%, ELG1 genotoxic -2%, BRCA1 expr up -13%, Rab9 promoter act 0%, p53 reactivation 3% and VP16 counter 14%.
For COc1ccc(NC(=O)CSCC(=O)Nc2sccc2C#N)cc1 the results were Tb PFK block -9%, TRPV1 ag 6, ELG1 DNA repair 12%, NPC1 prom act -4%, FLuc counter -9%, ELG1 genotoxic 10%, BRCA1 expr up -13%, Rab9 promoter act -1% and p53 reactivation -3%.
Cc1cccc(CSc2nnc(CCNC(=O)OC(C)(C)C)o2)c1 was read as Tb PFK block 1%, RORgamma inh 39%, TRPV1 ag 6, ELG1 DNA repair -12%, NPC1 prom act -3%, FLuc counter 3%, ELG1 genotoxic -3%, BRCA1 expr up -4%, Rab9 promoter act 4%, p53 reactivation -4% and VP16 counter 22%.
For CSc1ccccc1OCc1cc(C(=O)NCc2cccc(C)n2)no1 the results were Tb PFK block -4%, RORgamma inh 24%, TRPV1 ag inconclusive, ELG1 DNA repair inconclusive, NPC1 prom act 2.8µM*, FLuc counter 12µM*, ELG1 genotoxic inconclusive, BRCA1 expr up 6.3µM*, Rab9 promoter act 4µM*, p53 reactivation inconclusive and VP16 counter inconclusive.
`CC(=C/c1ccccc1)/C=N/NC(=O)c1ccc2nc[nH]c2c1` gave Tb PFK block 1%, RORgamma inh 9%, TRPV1 ag -2, ELG1 DNA repair inconclusive, NPC1 prom act 16%, FLuc counter 5.4µM*, ELG1 genotoxic 10%, BRCA1 expr up 54%, Rab9 promoter act 20%, p53 reactivation 18% and VP16 counter 8%.
`CC(C)c1ccc(NC(=S)NNc2ccc(Cl)c(C(=O)O)c2)cc1` gave Tb PFK block 1%, RORgamma inh -2%, TRPV1 ag -3, ELG1 DNA repair inconclusive, NPC1 prom act -3%, FLuc counter inconclusive, ELG1 genotoxic 2%, BRCA1 expr up 63%, Rab9 promoter act 1%, p53 reactivation 16% and VP16 counter -17%.
For Fc1ccc(-c2nnc(SCc3cccnc3)o2)cc1 the results were Tb PFK block -7%, RORgamma inh -9%, TRPV1 ag 11, ELG1 DNA repair inconclusive, NPC1 prom act 27%, FLuc counter inconclusive, ELG1 genotoxic inconclusive, BRCA1 expr up inconclusive, Rab9 promoter act inconclusive, p53 reactivation 6% and VP16 counter 9%.
Screening O=c1cc(COc2ccccc2[N+](=O)[O-])nc2sccn12 returned Tb PFK block -3%, RORgamma inh -14%, TRPV1 ag -3, ELG1 DNA repair inconclusive, NPC1 prom act 0%, FLuc counter -1%, ELG1 genotoxic 3%, BRCA1 expr up -17%, Rab9 promoter act 27%, p53 reactivation 10% and VP16 counter 6%.
For O=C(c1ccc2c(c1)OCO2)C1CCCN(Cc2cc(F)ccc2-n2cccn2)C1 (stereo not given) the results were Tb PFK block 3%, RORgamma inh -16%, TRPV1 ag -1, ELG1 DNA repair -23%, NPC1 prom act 3%, FLuc counter -2%, ELG1 genotoxic -13%, BRCA1 expr up -8%, Rab9 promoter act -7%, p53 reactivation 1% and VP16 counter 0%.
`C=C(C)CNC(=O)CCc1nnc(Cc2cccc(C(F)(F)F)c2)o1` gave Tb PFK block -9%, RORgamma inh 29%, TRPV1 ag 3, ELG1 DNA repair inconclusive, NPC1 prom act 20%, FLuc counter 21µM*, ELG1 genotoxic 18µM*, BRCA1 expr up inconclusive, Rab9 promoter act inconclusive, p53 reactivation 10% and VP16 counter 6%.

The last 2 compounds of the section above are carried over, then new ones follow.
For O=C(c1ccc2c(c1)OCO2)C1CCCN(Cc2cc(F)ccc2-n2cccn2)C1 (stereo not given) the results were Tb PFK block 3%, RORgamma inh -16%, TRPV1 ag -1, ELG1 DNA repair -23%, NPC1 prom act 3%, FLuc counter -2%, ELG1 genotoxic -13%, BRCA1 expr up -8%, Rab9 promoter act -7%, p53 reactivation 1% and VP16 counter 0%.
`C=C(C)CNC(=O)CCc1nnc(Cc2cccc(C(F)(F)F)c2)o1` gave Tb PFK block -9%, RORgamma inh 29%, TRPV1 ag 3, ELG1 DNA repair inconclusive, NPC1 prom act 20%, FLuc counter 21µM*, ELG1 genotoxic 18µM*, BRCA1 expr up inconclusive, Rab9 promoter act inconclusive, p53 reactivation 10% and VP16 counter 6%.
`Cc1cc(=O)oc2c1c(C)nn2-c1ccc(C(=O)OC(C)C)cc1` gave Tb PFK block -9%, RORgamma inh 5%, TRPV1 ag 6, ELG1 DNA repair inconclusive, NPC1 prom act 1%, FLuc counter -4%, ELG1 genotoxic -2%, Rab9 promoter act 11%, p53 reactivation -3% and VP16 counter -17%.
For Cc1cc(C)n2c3c(c(C#N)c2n1)CC(C)(C)OC3 the results were Tb PFK block 3%, RORgamma inh 15%, TRPV1 ag -3, ELG1 DNA repair 1%, NPC1 prom act -2%, FLuc counter 5%, ELG1 genotoxic -2%, BRCA1 expr up -10%, Rab9 promoter act 10%, p53 reactivation 10% and VP16 counter 8%.
O=C(c1ccc(-n2ccnc2)cc1)N1CCCC(CO)(Cc2cccc(Cl)c2)C1 (stereo not given) was read as Tb PFK block 1%, RORgamma inh inconclusive, TRPV1 ag 0, ELG1 DNA repair 0%, NPC1 prom act 1%, FLuc counter 1%, ELG1 genotoxic -2%, BRCA1 expr up -18%, Rab9 promoter act -3%, p53 reactivation -3% and VP16 counter 4%.
Screening CCn1c(SCC(=O)NC(=O)c2ccccc2OC)nc2ccccc21 returned Tb PFK block -1%, RORgamma inh -25%, TRPV1 ag -5, ELG1 DNA repair 16%, NPC1 prom act -3%, FLuc counter 2%, ELG1 genotoxic 8%, BRCA1 expr up 5%, Rab9 promoter act 5%, p53 reactivation 7% and VP16 counter -1%.
For CCOC(=O)c1ccc(N2NC(=O)/C(=C/c3ccc(OC(=O)c4ccco4)c(OC)c3)C2=O)cc1 the results were Tb PFK block 12%, RORgamma inh 20%, TRPV1 ag 0, ELG1 DNA repair inconclusive, NPC1 prom act 0%, FLuc counter inconclusive, ELG1 genotoxic 0%, Rab9 promoter act -3%, p53 reactivation -3% and VP16 counter inconclusive.
Cc1csc(NC(=O)c2cccc(S(=O)(=O)N3CCCCC3)c2)n1 was read as Tb PFK block -1%, RORgamma inh -22%, TRPV1 ag 20, ELG1 DNA repair inconclusive, NPC1 prom act 1%, FLuc counter 2%, ELG1 genotoxic -7%, BRCA1 expr up -40%, Rab9 promoter act -7%, p53 reactivation -6% and VP16 counter 13%.
For COc1ccc(OCc2cc(C(=O)N(C)Cc3nnc(C)o3)no2)c(Cl)c1 the results were Tb PFK block 0%, RORgamma inh 1%, TRPV1 ag -2, ELG1 DNA repair inconclusive, NPC1 prom act 3.2µM*, FLuc counter 8.5µM*, ELG1 genotoxic inconclusive, BRCA1 expr up 7.1µM*, Rab9 promoter act 3.5µM*, p53 reactivation inconclusive and VP16 counter inconclusive.
For CCc1ccc(C2NC(=S)NC3=C2C(=O)CCC3)cc1 (stereo not given) the results were Tb PFK block 0%, RORgamma inh inconclusive, TRPV1 ag 4, ELG1 DNA repair 7%, NPC1 prom act -5%, FLuc counter 1%, ELG1 genotoxic 1%, BRCA1 expr up -14%, Rab9 promoter act -5%, p53 reactivation -4% and VP16 counter inconclusive.
`CC(C)NC(=O)COc1ccccc1C#N` gave Tb PFK block 1%, RORgamma inh 1%, TRPV1 ag 3, ELG1 DNA repair -11%, NPC1 prom act -9%, FLuc counter -1%, ELG1 genotoxic 8%, BRCA1 expr up 2%, Rab9 promoter act 1%, p53 reactivation -2% and VP16 counter 0%.
Screening Cc1ccc(S(=O)(=O)NCC(=O)N(c2ccccc2)C(C(=O)NCc2ccccc2)c2ccco2)cc1 (stereo not given) returned Tb PFK block 2%, RORgamma inh 44%, TRPV1 ag 3, ELG1 DNA repair -14%, NPC1 prom act -3%, FLuc counter 0%, ELG1 genotoxic -4%, BRCA1 expr up -34%, Rab9 promoter act -2%, p53 reactivation -5% and VP16 counter -5%.
